Compound activity: PubChem BioAssay, several laboratories
RPL19A-GFP yeast: RPL19A-GFP expression modulators in yeast, primary screen, cell-based, S. cerevisiae, multiplex flow cytometry, MLPCN; S. cerevisiae RPL19A-GFP strain, 3 h; active compounds read low; percent response vs DMSO, % at 10 µM; 0.3% of 330,000 active; AID 2025, 2009;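 active means percent response vs DMSO below 50%; inconclusive means fewer than 70 events counted for the yeast strain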;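 further: median channel GFP fluorescence of the barcoded RPL19A-GFP strain; ratio of sample median GFP to plate DMSO average so 100% = DMSO; lower means less RPL19A-GFP as with rapamycin TOR inhibition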
procasp7 counter: procaspase-7 activators, primary screen, counter-screen for procaspase-3 activator project, biochemical, absorbance, HTS, human | Caspase-7 (Homo sapiens), P55210 | recombinant procaspase-7, Ac-DEVD-pNA absorbance 405 nm; D23A/D198A/D206A triple mutant, cannot self-cleave; scale: DMSO 0, 5 µM enzyme 100 | activation, % at 8.5 µM | 0.093% of 330,000 active;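 active means percent activation above the screen-wide mean plus 3 SD, cut at about 25% in these data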
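System: Procaspase-7 triple mutant (PC-7 D3A); measure: % activation from two-timepoint absorbance difference, scaled to controls; times: 1 h compound preincubation, 2 h substrate cleavage, 25 °C; also added: Ac-DEVD-pNA substrate, 400 µM as added; measured by: Epi-absorbance of released pNA at 405 nm, two timepoints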
proCasp3 act: activators of human procaspase-3 D3A mutant, primary screen, biochemical, absorbance, PC-3 D3A mutant, single concentration | Caspase-3 (Homo sapiens), P42574 | recombinant procaspase-3 D3A, Ac-DEVD-pNA absorbance 405 nm | activation, % at 8.5 µM | 0.11% of 330,000 active | AID 463141, 2010;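 active means activation above the mean of all tested compounds plus 3 SD, cut at about 21% in these data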;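 further: 0% = DMSO alone and 100% = DMSO wells spiked with extra 5 µM PC-3 D3A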
Target sequence (P42574 whole entry D9A/D28A/D175A): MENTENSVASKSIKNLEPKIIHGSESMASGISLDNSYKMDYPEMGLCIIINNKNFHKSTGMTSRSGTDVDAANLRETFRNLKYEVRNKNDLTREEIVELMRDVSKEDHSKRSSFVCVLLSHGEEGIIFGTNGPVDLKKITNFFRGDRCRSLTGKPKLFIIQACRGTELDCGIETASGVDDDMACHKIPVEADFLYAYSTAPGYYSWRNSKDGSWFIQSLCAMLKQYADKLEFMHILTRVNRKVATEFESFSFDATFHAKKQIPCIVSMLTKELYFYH
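Assay system – Procaspase-3 D3A mutant, all three cleavage aspartates alanine · Controls – DMSO-only low control, 5 µM PC-3 D3A high control · Schedule – 1 h compound preincubation, 2 h substrate hydrolysis at 25 °C · Signal – 405 nm absorbance of p-nitroaniline, reads at 0 and 120 min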
MEP2 TOR yeast: modulators of MEP2-GFP levels in yeast, primary screen, S. cerevisiae, multiplex flow cytometry, MLPCN library; S. cerevisiae MEP2-GFP strain, 3 h; 100% = DMSO control level; 0.51% of 330,000 active; GFP response vs DMSO, % at 10 µM;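 active means GFP response versus DMSO above a set limit, roughly screen mean plus 3 SD, cut at about 180% in these data; inconclusive means fewer than 70 cells counted for a yeast strain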;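 further: median GFP fluorescence of the barcode-gated MEP2-GFP cells per well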
CR mimetic SO: reduction of superoxide in aged yeast, primary screen, HTS. S. cerevisiae aged cells, superoxide DHE fluorescence; active compounds read low. superoxide response (% of plate mean), % at 10 µM. 0.18% of 330,000 active;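 active means superoxide response under a set limit, about three screen SD below normal, cut at about 65% in these data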;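 further: yeast aged for seven days with compound at 30 °C before DHE staining; 100% = average MFI of all compound-treated wells on the plate with controls excluded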
LAP4-GFP MLPCN: modulators of LAP4-GFP expression in yeast, primary screen, S. cerevisiae, multiplex flow cytometry, MLPCN library; 0.34% of 320,000 active; 3 h; median GFP as percent of DMSO wells; GFP response vs DMSO, % at 10 µM; AID 2023, 2009;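 active means GFP response vs DMSO above a set limit, about the screen mean plus 3 SD, cut at about 150% in these data; inconclusive means under 70 cell events counted for the yeast strain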
AHR activator: AHR activators, primary screen, cell-based, luminescence, luciferase reporter, human; Aryl hydrocarbon receptor (Homo sapiens), P35869; AHR-responsive luciferase reporter cells; activation, % at 5 µM; 2.5% of 320,000 active; AID 2796, 2010; in the data active means activation above about 47%;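 further: 0% = vehicle wells and 100% = reference agonist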
Target sequence (P35869 whole entry, looked up): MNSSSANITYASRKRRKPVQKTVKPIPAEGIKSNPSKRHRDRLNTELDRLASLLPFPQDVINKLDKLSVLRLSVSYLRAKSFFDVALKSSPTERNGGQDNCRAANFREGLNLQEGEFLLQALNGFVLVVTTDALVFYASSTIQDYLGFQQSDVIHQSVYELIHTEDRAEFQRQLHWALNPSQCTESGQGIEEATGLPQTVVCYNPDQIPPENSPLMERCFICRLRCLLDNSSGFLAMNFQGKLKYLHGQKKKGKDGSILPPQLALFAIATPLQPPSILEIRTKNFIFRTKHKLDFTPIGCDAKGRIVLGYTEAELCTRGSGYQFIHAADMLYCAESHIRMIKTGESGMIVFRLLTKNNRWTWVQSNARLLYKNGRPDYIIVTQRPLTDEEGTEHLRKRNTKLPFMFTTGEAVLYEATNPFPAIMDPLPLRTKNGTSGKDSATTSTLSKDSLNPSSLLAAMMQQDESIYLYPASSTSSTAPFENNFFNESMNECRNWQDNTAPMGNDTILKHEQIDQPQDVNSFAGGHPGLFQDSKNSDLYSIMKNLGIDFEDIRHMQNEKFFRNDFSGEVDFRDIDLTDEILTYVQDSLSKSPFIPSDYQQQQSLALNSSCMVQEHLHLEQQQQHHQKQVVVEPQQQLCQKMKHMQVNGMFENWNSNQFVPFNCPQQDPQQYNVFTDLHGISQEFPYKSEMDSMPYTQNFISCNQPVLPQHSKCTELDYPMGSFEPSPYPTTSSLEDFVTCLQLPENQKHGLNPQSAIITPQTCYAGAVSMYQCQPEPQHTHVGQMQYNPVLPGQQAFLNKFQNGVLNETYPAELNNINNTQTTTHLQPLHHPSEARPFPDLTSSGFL
GASC-1 inh: inhibitors of GASC-1 histone demethylase, primary screen, biochemical, fluorescence, DELFIA europium. inhibition, % at 2.35 µM. 0.069% of 330,000 active. GST-JMJD2C(1-420) H3K9me3 demethylation. AID 2099, 2009;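 active means more than half of a compound's replicate wells show inhibition beyond 50%, single wells judged on their own value; inconclusive means some, but no more than half, of replicates pass 50% inhibition; inactive means no replicate passes 50% inhibition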;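 further: signal counts dimethyl H3K9 product captured on neutravidin plate; 0% = median of DMSO wells and 100% = 0.3 times that DMSO median; strong numbers were not always called active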
The depositor's hits bear a star; ? = inconclusive; nt = not tested or not shown.

SMILES | RPL19A-GFP yeast | procasp7 counter | proCasp3 act | MEP2 TOR yeast | CR mimetic SO | LAP4-GFP MLPCN | AHR activator | GASC-1 inh
S=c1[nH]nc(COc2ccc(Cl)cc2)n1Cc1ccco1 | 86 | -16 | -20 | 90 | 108 | 89 | 15 | -28
Cc1nn(-c2ccccc2)c2c1/C(=N/O)CC(C)(C)C2 | 99 | 3 | 0 | 97 | 96 | 93 | -2 | 3
Cc1cc(C)c(C(=O)COC(=O)C2CCN(c3ccc(C(F)(F)F)cn3)CC2)cc1C | 94 | 0 | -8 | 93 | 103 | 97 | 2 | 20
CCC1(C)NC(=O)N(CC(=O)Nc2sc3c(c2C(=O)OC)CCCCC3)C1=O (stereo not given) | 100 | 4 | 4 | 112 | 99 | 110 | 10 | 4
Cc1csc(SCC(=O)Nc2nc3ccccc3s2)n1 | 101 | 1 | 0 | 101 | 96 | 115 | 42 | -8
CC(Sc1ccccc1)C(=O)N1CCN(S(=O)(=O)c2ccccc2C(F)(F)F)CC1 (stereo not given) | 104 | -2 | -6 | 96 | 92 | 75 | 2 | -8
O=C1N(Cc2cccc(Cl)c2)C[C@@H]2C[C@@H](c3ccc4nonc4c3)N3CCC[C@@]123 | 99 | -5 | 0 | 98 | 93 | 95 | 1 | 0
COc1ccc(N2CCN(C(=O)COC(=O)c3cccc(S(=O)(=O)Nc4ccccc4OC)c3)CC2)cc1 | 99 | -1 | -1 | 98 | 103 | 101 | 2 | 0
Cc1c(N=C2N=C(NC(=O)Nc3ccc(Cl)cc3)c3ccccc32)c(=O)n(-c2ccccc2)n1C | 100 | 5 | -3 | 111 | 86 | 97 | 13 | -2
COc1ccc(-c2csc3nc[nH]c(=O)c23)cc1 | 94 | 1 | 3 | 101 | 94 | 102 | -1 | 6
Cc1cccc([C@@H]2[C@@H]3C(=O)N(Cc4ccccc4)C(=O)[C@@H]3[C@]3(Cc4ccccc4)C(=O)N(c4ccccc4)C(=O)N23)c1 | 96 | 1 | -3 | 95 | 89 | 127 | 3 | 3
COc1cc(O)c(C(CCN2CCCCC2)c2ccc(N(C)C)cc2)c(OC)c1 (stereo not given) | 102 | -1 | 7 | 102 | 103 | 100 | 0 | 0
COc1cccc(CCNS(=O)(=O)CCNC(=O)c2cccc(OC)c2)c1 | 91 | 3 | 4 | 90 | 79 | 97 | 0 | -17
COc1ccc(-c2nc(SCC(=O)NC3CCCCC3)n[nH]2)cc1 | 119 | nt | nt | 103 | 116 | 75 | nt | -1
Cc1ccc(-n2c(SCC(=O)N3CCC(C(=O)O)CC3)nc3ccccc3c2=O)cc1C | 104 | 4 | 13 | 108 | 96 | 94 | 13 | 1
Fc1ccc(CSc2nnc3ccc(-c4ccncc4)nn23)cc1 | 99 | 5 | 4 | 104 | 90 | 110 | 0 | 2
CCCCN1C(=O)C(CC(=O)NCC)SC1=Nc1ccccc1 (stereo not given) | 101 | -2 | 0 | 99 | 102 | 105 | -3 | -4
CC1(C)C(=O)NC(=O)N1Cc1ccccc1 | 99 | -2 | 2 | 104 | 94 | 97 | 1 | 3
CCCN1C(=O)C2(SC(NC(C)=O)=NN2C(C)=O)c2cc(C)cc(C)c21 (stereo not given) | 91 | -2 | -4 | 96 | 98 | 104 | 0 | 4
CCOc1ccc(NC(=O)N2CCC(C(N)=O)(N3CCCCC3)CC2)cc1 | 106 | 12 | 9 | 108 | 150 | 113 | 1 | 2
Cc1ccc(C)c2[nH]c(=O)c(CCNC(=O)c3ccc(S(=O)(=O)N4CCOCC4)cc3)cc12 | 102 | 2 | 6 | 112 | 96 | 130 | -3 | -2
N#CC1(NC(=O)COC(=O)c2ccc(-c3ccc(O)cc3)cc2)CCCCC1 | 94 | 12 | 3 | 98 | 143 | 105 | 2 | -1
C/C(CC(=O)Nc1cc(Cl)ccc1Cl)=N\NC(N)=S | 91 | -7 | -5 | 86 | 94 | 90 | 84* | 7
Cc1nnn(-c2nonc2N)c1C(=O)NNC(=O)c1ccc(Cl)c(Cl)c1 | 93 | 8 | 2 | 98 | 91 | 100 | -2 | 4
COc1ccccc1NC(=O)NCC1CC1(Cl)Cl (stereo not given) | 94 | -4 | -2 | 97 | 123 | 96 | 5 | -8
Cc1ccc(OCCNC(=O)/C=C/c2ccccc2)cc1 | 96 | 0 | -1 | 97 | 99 | 103 | 0 | 0
O=c1cc([O-])[n+]2c3n1CCCN3CCC2 | 98 | -4 | -21 | 99 | 97 | 97 | 0 | -9
Cn1cc(S(=O)(=O)NC2CCCC2)c(=O)n(C)c1=O | 95 | 7 | -9 | 100 | 99 | 99 | -2 | 7
Cc1ccc(-n2nc3c(c2NC(=O)c2ccc4c(c2)OCO4)CS(=O)C3)c(C)c1 (stereo not given) | 97 | 4 | -5 | 100 | 101 | 103 | 3 | -19
Cc1noc(C)c1COc1ccc(C(=O)NCCOc2ccccc2)cc1 | 97 | 5 | 12 | 96 | 103 | 99 | 2 | -2
COc1cccc(-c2cc(C(=O)NCC3CCCO3)c3cc(Br)cc(C)c3n2)c1 (stereo not given) | 98 | 3 | 6 | 87 | 111 | 83 | 9 | 1
O=C(Cc1nc(-c2ccc(Br)s2)cs1)NCCN1CCOCC1 | 97 | -9 | -12 | 94 | 114 | 93 | 7 | -18
O=C(CCCNS(=O)(=O)c1cccc2nsnc12)NCc1ccccc1 | 96 | 16 | 6 | 97 | 112 | 91 | 1 | -2
O=C(NCc1ccccc1Cl)C(=O)c1c[nH]c2ccccc12 | 104 | 5 | -4 | 107 | 86 | 97 | -8 | -16
CCN(CC)C(=O)CSc1nc2ccccc2c(=O)n1CC1CCCCC1 | 101 | 5 | -3 | 99 | 104 | 100 | 2 | -8
Cc1ccc(/C=N\NC(=O)Cn2c(C)nc3ccccc32)o1 | 101 | 0 | 6 | 103 | 96 | 98 | 7 | -12
C=CCn1c(COc2ccc(CC)cc2)nnc1SC/C(O)=C(\C#N)c1nc2ccccc2[nH]1 | 89 | -5 | -2 | 98 | 98 | 86 | 20 | -3
COc1ccccc1NS(=O)(=O)c1ccc(N2CCOCC2)c(N)c1 | 102 | 2 | 4 | 108 | 92 | 95 | 0 | 0
CC1=CCC(C(=O)O)C(C(=O)NC2CCCCC2)C1 (stereo not given) | 105 | 5 | 6 | 103 | 110 | 102 | -2 | -1
CCCN1C(=O)CC(C(=O)OC)=C1C | 97 | -1 | 7 | 102 | 98 | 98 | 0 | 3
Cc1cccc(CN2CCN(Cc3ccc4nonc4c3)CC2CCO)n1 (stereo not given) | ? | 6 | 4 | ? | 110 | ? | 2 | -2
Cc1c(NC(=O)C(C)N2C(=O)c3ccccc3C2=O)c(=O)n(-c2ccccc2)n1C (stereo not given) | 99 | 1 | -3 | 99 | 111 | 104 | -3 | -3
Cc1nnc(SCC(=O)NCc2ccc(F)cc2)[nH]c1=O | 102 | 0 | 9 | 97 | 99 | 78 | -2 | -5
COc1cc(C(=O)NCCNc2nc3cc(C)ccc3cc2C#N)cc(OC)c1OC | 100 | -2 | -6 | 97 | 104 | 95 | 7 | -7
CSc1ccccc1C(=O)N1CCN(c2ncccn2)CC1 | 108 | 15 | 6 | 108 | 102 | 112 | 2 | -15
O=C(NC(c1ccccc1)c1ccccc1)C1CCCN(S(=O)(=O)c2cnc[nH]2)C1 (stereo not given) | 97 | 2 | 5 | 103 | 100 | 97 | 1 | -7
CC(=O)Nc1nonc1NC(C)=O | 96 | 2 | 7 | 100 | 120 | 98 | 0 | -11
CCOC(=O)CSc1nnc(NC(=O)c2cc([N+](=O)[O-])cc([N+](=O)[O-])c2)s1 | 106 | 3 | -3 | 108 | 114 | 96 | 5 | 0
O=C(NC(=S)Nc1ccc(S(=O)(=O)N2CCOCC2)cc1)c1ccccc1[N+](=O)[O-] | 92 | 4 | 5 | 99 | 97 | 99 | 4 | 18
CNS(=O)(=O)c1ccc(NC(=O)c2ccoc2C)cc1 | 97 | -1 | 4 | 98 | 97 | 108 | 1 | 3
CS(=O)(=O)N(CC(=O)NCc1ccncc1)c1ccc(F)c(Cl)c1 | 98 | -2 | -2 | 110 | 92 | 109 | -1 | -3
CCc1cc2c(=O)c(-c3ccc4c(c3)OCCO4)c(C)oc2cc1OS(C)(=O)=O | 115 | -2 | -1 | 94 | 99 | 83 | 1 | 2
CSC1=NCCN1S(=O)(=O)c1ccc(C)cc1 | 104 | -6 | 4 | 99 | 102 | 96 | -2 | 3
Cc1ccc(N(CC(=O)NCCSc2nc3ccccc3s2)S(=O)(=O)c2ccccc2)c(C)c1 | 106 | -2 | -6 | 107 | 85 | 96 | 12 | -8
Cc1ccc(-c2nnn(CC(=O)N(CCCO)C(C(=O)NC3CCCC3)c3ccc(Cl)cc3)n2)o1 (stereo not given) | 102 | 3 | 8 | 98 | 120 | 89 | 1 | -4
O=c1[nH]c(=S)[nH]cc1S(=O)(=O)c1cccc(Cl)c1 | 95 | nt | nt | 115 | 101 | 96 | nt | 4
C=C1CCC[C@]2(C)C[C@H]3OC(=O)C(CNC(C)CCCC(C)C)[C@H]3CC12 (stereo not given in full) | 100 | -3 | 4 | 100 | 100 | 101 | 1 | -5
CC1CCN(S(=O)(=O)c2ccc(NC(=S)NC(=O)c3ccc(Cl)cc3)cc2)CC1 | 98 | -2 | -2 | 95 | 109 | 105 | -2 | 3
COCCNC(=O)CN(c1cc(Cl)ccc1OC)S(=O)(=O)c1ccc(C)c([N+](=O)[O-])c1 | 98 | 7 | -2 | 101 | 105 | 117 | 0 | 20
CN1CCN(C(=S)SCc2nc(N)nc(Nc3ccc(F)cc3)n2)CC1 | 99 | 6 | 5 | 93 | 104 | 94 | 19 | 16

Six of the compounds above, with two lines to a compound.
Values run as follows: RPL19A-GFP yeast	procasp7 counter	proCasp3 act	MEP2 TOR yeast	CR mimetic SO	LAP4-GFP MLPCN	AHR activator	GASC-1 inh
CCCN1C(=O)CC(C(=O)OC)=C1C
    97	-1	7	102	98	98	0	3
Cc1cccc(CN2CCN(Cc3ccc4nonc4c3)CC2CCO)n1 (stereo not given)
    ?	6	4	?	110	?	2	-2
Cc1c(NC(=O)C(C)N2C(=O)c3ccccc3C2=O)c(=O)n(-c2ccccc2)n1C (stereo not given)
    99	1	-3	99	111	104	-3	-3
Cc1nnc(SCC(=O)NCc2ccc(F)cc2)[nH]c1=O
    102	0	9	97	99	78	-2	-5
COc1cc(C(=O)NCCNc2nc3cc(C)ccc3cc2C#N)cc(OC)c1OC
    100	-2	-6	97	104	95	7	-7
CSc1ccccc1C(=O)N1CCN(c2ncccn2)CC1
    108	15	6	108	102	112	2	-15

Some entries already given, limited to MEP2 TOR yeast, AHR activator and CR mimetic SO.
molecule | MEP2 TOR yeast | AHR activator | CR mimetic SO
Cc1ccc(/C=N\NC(=O)Cn2c(C)nc3ccccc32)o1 | 103 | 7 | 96
C=CCn1c(COc2ccc(CC)cc2)nnc1SC/C(O)=C(\C#N)c1nc2ccccc2[nH]1 | 98 | 20 | 98
COc1ccccc1NS(=O)(=O)c1ccc(N2CCOCC2)c(N)c1 | 108 | 0 | 92

Rows are unselected; 3.8% or so of the library scored in one or more.
